Screening data: PubChem, several laboratories
PG9 binder: small molecules binding HIV-1 gp120 antibody PG9. TR-FRET gp120-PG9 antibody binding. inhibition, % at 6.7 µM. hit rate 0.43% among 360,000. AID 624416; in the data active means inhibition above about 8.5%
DAX1 inh-1: inhibitors of human orphan nuclear receptor DAX1 (NR0B1). P51843. HEK293 Gal4-DAX1 luciferase reporter, luminescence. inhibition, % at 6.75 µM. hit rate 0.99% among 340,000. AID 504766;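 active means inhibition above the mean over all tested compounds plus 3 SD, cut at about 4.2% in these data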;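 further: 0% = DAX1-transfected cells with DMSO and 100% = empty-vector control cells with DMSO; inhibition shows as a rise in luminescence from relieved DAX1 repression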
Target sequence (P51843 207-470 limits assumed): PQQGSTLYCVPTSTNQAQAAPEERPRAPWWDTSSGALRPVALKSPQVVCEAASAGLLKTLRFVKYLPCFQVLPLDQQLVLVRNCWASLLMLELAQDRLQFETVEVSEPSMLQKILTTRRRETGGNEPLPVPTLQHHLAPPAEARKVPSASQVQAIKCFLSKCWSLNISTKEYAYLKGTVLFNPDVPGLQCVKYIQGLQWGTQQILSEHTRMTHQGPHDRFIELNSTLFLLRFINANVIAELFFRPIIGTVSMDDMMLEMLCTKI
NR1D1 modulator: modulates human Rev-erb alpha binding to DNA; P20393; Rev-erbα–FITC-DNA binding, fluorescence polarization, 90 min; activity, % at 10 µM; hit rate 0.79% among 370,000; AID 1259318;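 active means activity above about 14%, limit read from the data; passing the limit was not always enough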;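 further: 0% = DMSO wells with 35 nM protein and 100% = DMSO wells with 750 nM protein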
hgDAF12 agonist: activates the H. glycines DAF-12 receptor ligand-binding domain; HEK293 GAL4-hgDAF12 UAS-luciferase reporter, agonist luminescence; normalized to butyrate control; activation, % at 6.8 µM; hit rate 1.8% among 370,000;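 active means activation above a cutoff set at the mean of all screened compounds plus 3 SD, cut at about 10% in these data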;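 further: 0% = DMSO wells and 100% = sodium butyrate wells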
ssDAF12 agonist: activates DAF-12 receptor from parasite S. stercoralis. AID 652126. hit rate 1% among 370,000. activation, % at 6.8 µM. HEK293 ssDAF-12/GRIP1 lit1-tk-luc reporter, luminescence; % of 3 µM dafachronic acid response;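 active means activation above the mean over all tested compounds plus 3 SD, cut at about 0.9% in these data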;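 further: 0% = DMSO-only wells and 100% = 3 µM delta7-dafachronic acid wells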
HGIII-sPLA2 inh: Inhibits HGIII-sPLA2 liposome hydrolysis, primary screen | Q9NZ20 | QFRET BODIPY PC-A2 liposome hydrolysis, fluorescence | inhibition, % at 12.2 µM | hit rate 0.56% among 370,000 | AID 743126;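 active means inhibition above mean plus 3 SD of compounds lying within the high and low control bounds, cut at about 19% in these data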;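 further: 0% = median of test compound wells and 100% = no enzyme DMSO wells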
Target sequence (Q9NZ20 whole entry, looked up): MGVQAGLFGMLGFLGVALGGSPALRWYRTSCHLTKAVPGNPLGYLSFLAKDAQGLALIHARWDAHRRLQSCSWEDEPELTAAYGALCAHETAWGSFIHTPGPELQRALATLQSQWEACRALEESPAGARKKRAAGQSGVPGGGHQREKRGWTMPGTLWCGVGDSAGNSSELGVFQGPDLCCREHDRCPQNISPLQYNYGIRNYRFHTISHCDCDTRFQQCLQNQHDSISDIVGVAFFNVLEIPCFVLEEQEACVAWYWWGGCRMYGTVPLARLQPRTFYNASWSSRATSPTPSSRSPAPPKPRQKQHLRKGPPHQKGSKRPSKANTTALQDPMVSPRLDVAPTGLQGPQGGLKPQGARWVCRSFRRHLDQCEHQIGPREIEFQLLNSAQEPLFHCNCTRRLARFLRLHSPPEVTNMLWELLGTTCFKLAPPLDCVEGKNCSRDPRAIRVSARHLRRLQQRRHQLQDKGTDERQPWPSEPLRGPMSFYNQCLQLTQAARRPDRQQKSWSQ
PLC-beta3 inh: blocks human PLC-beta3 enzyme activity; Q01970; Purified PLC-beta3, fluorogenic substrate, fluorescence; inhibition, % at 12.2 µM; hit rate 0.18% among 370,000; AID 720704; in the data active means inhibition above about 11%;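 further: 0% = median of compound wells on plate and 100% = full blocker control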
hcDAF-12 act: activates DAF-12 receptor from parasite H. contortus. activation, % at 6.8 µM. hit rate 1.4% among 370,000. AID 652067. HEK293 hcDAF-12 lit1-tk-luc reporter, luminescence; 0% DMSO, 100% Δ7-dafachronic acid;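 active means activation above the mean of all tested compounds plus 3 SD, cut at about 5.5% in these data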;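 further: 100% = response to 3 µM Δ7-dafachronic acid high control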
DAX1 inh-2: inhibitors of DAX1 repression of SF-1 activated StAR promoter; AID 652010; hit rate 1.1% among 370,000; inhibition, % at 6.8 µM; HEK293T StAR-luciferase reporter, SF-1/DAX-1 repression relief;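 active means inhibition above the mean over all tested compounds plus 3 SD, cut at about 3.6% in these data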;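 further: 0% = DAX-1 cells with DMSO and 100% = cells lacking DAX-1 with DMSO; higher inhibition means more luminescence from relief of DAX-1 repression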
SMARCA2 activ: increases SMARCA2 function in MMTV reporter cells; AID 652017; activation, % at 9.1 µM; hit rate 1% among 370,000; MG213 cells, MMTV-luciferase reporter, dexamethasone, overnight; in the data active means activation above about 7.8%;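 further: 0% = vehicle wells and 100% = reference activator wells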
GAA850 FXN act: activators of GAA850 frataxin (FXN) promoter. hit rate 0.56% among 360,000. AID 540364. HEK293 lucGAA850 FXN promoter luciferase reporter, 24 h; percent of 10 µM SAHA response. activation, % at 6 µM;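 active means activation above the average of all compounds screened plus 3 SD, cutoff fixed separately per campaign, cut at about 7.5% in these data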;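 further: 0% = DMSO wells and 100% = 10 µM SAHA wells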
The depositor's hits bear a star; . = not tested or not shown.

SMILES	PG9 binder	DAX1 inh-1	NR1D1 modulator	hgDAF12 agonist	ssDAF12 agonist	HGIII-sPLA2 inh	PLC-beta3 inh	hcDAF-12 act	DAX1 inh-2	SMARCA2 activ	GAA850 FXN act
Cc1ccn2c(NC3CCCCC3)c(-c3ccc(SC4CCCCC4)cc3)nc2c1	3.6	.	33*	0.3	-0.1	4	-24	-0.1	0.2	5	.
COC(=O)c1c(-c2ccc(C)cc2)csc1N	0.1	0.9	7	0.7	-1.6	1	2	-1.3	-0.4	-1	-0.4
CSc1ccccc1-c1nnc(-c2ccc(Cl)c(Cl)c2)o1	0.2	0.6	47*	4.9	-1.0	6	1	-0.3	0.2	1	1.6
CC12CCC(=O)N1C(C(=O)NCCc1ccc(S(N)(=O)=O)cc1)CS2 (stereo not drawn)	0.2	0.0	4	0.2	-0.1	4	-10	0.4	-1.3	-3	3.5
COc1ccc(NC(=S)NC(NC(C)=O)C(Cl)(Cl)Cl)c([N+](=O)[O-])c1 (stereo not drawn)	-0.4	1.3	7	-1.0	-1.6	17	4	-0.6	0.3	-3	-0.4
CC(Sc1ccccc1)C(=O)N1CCN(S(=O)(=O)c2ccc(Cl)cc2)CC1 (stereo not drawn)	-2.0	1.5	-2	0.2	-1.2	-3	1	-2.2	0.2	-2	-1.3
Cc1onc(-c2ccccc2Cl)c1C(=O)Nc1cnn(Cc2ccccc2)c1	-0.6	1.9	-6	2.0	-1.1	-2	2	-0.7	0.2	3	-3.5
O=C(N/N=C/c1cccn1-c1ccc([N+](=O)[O-])cc1)c1cccnc1	-1.9	-0.1	3	-1.5	-1.5	4	-6	-2.1	-0.8	-4	-3.1
COc1ccc(CN2C(=NC(=O)c3ccccc3)SC3CS(=O)(=O)CC32)cc1OC (stereo not drawn)	-1.3	0.9	-4	-1.5	-0.5	2	-1	-1.6	0.0	0	-1.3
CC(C)CC(CO)N1CCN(C(=O)c2ccc(Cl)cc2)CCC1=O (stereo not drawn)	2.4	0.6	-2	0.8	-0.3	10	-1	-1.6	0.5	-1	-0.8
CCC(OCC(O)CN1CCCCC1)c1ccccc1 (stereo not drawn)	-2.4	-0.9	-4	-2.4	-1.2	3	-6	4.0	-0.4	0	1.1
O=C(COc1ccccc1)Nc1nnc(S(=O)(=O)N2CCCC2)s1	-2.3	-0.5	5	-1.3	-1.6	-1	-5	0.8	-0.2	-2	-0.5
CCOCCCNC(=O)Cn1cnc2c(cnn2-c2ccc(C)c(C)c2)c1=O	-0.9	-1.4	-3	-0.4	-1.1	-1	-3	-0.1	0.0	0	1.2
O=C(NC1CC2CCCC(C1)N2C(=O)NCc1ccccc1)C1CC1 (stereo not drawn)	0.1	0.0	2	0.8	-0.3	-4	5	0.3	1.8	-4	-0.4
Nc1ncnc2c1ncn2[C@@H]1O[C@H](C(=O)N[C@@H](CO)c2ccccc2)[C@@H](O)[C@H]1O	0.8	.	-3	-2.9	-0.8	4	3	-0.2	-1.4	0	.
COc1ccc(S(=O)(=O)N2CCCCC2)cc1NC(=O)CCC(=O)N1CCC(c2ccccc2)=N1	-0.4	0.2	-11	1.8	-1.3	-7	0	0.7	0.6	-3	-0.3
O=C(COC(=O)c1c(Cl)cccc1Cl)Nc1ccccc1Br	-1.4	-0.6	0	4.0	-1.5	-3	-14	-0.7	-1.6	-1	1.5
Cc1ccc(S(=O)(=O)N2CCN(CCO)CC2)cc1-c1nnc2c3ccccc3c(C)nn12	-3.0	-1.1	1	1.4	-1.4	-1	0	-1.8	0.5	2	2.4
Cc1ccc(CNC(=O)CS(=O)(=O)c2cn(CC(=O)N3CCOCC3)c3ccccc23)cc1	1.6	-0.5	2	0.3	-1.0	2	-12	0.7	1.9	-1	-1.9
CCCc1nc2ccccc2c(=O)n1NC(=O)c1c(O)c2ccccc2n(C)c1=O	0.9	-0.2	6	1.6	-0.2	8	1	-1.2	0.4	-5	-0.9
C=CCn1c(SCC(=O)Nc2nc(C)cs2)nnc1C(NC(=O)c1ccccc1)C(C)C (stereo not drawn)	0.7	0.3	7	1.4	-1.3	-13	3	-0.1	0.0	1	4.4
CN1C(=O)NC(=O)C1c1ccccc1 (stereo not drawn)	0.8	-1.0	-5	1.7	-0.6	10	-2	-2.5	-0.1	-1	1.2
CCCn1c(=O)c2c(nc3n2CCS3)n(C)c1=O	0.5	-0.3	-3	-0.7	-1.3	5	-5	1.1	0.4	1	-1.2
NCC(c1ccccc1)(c1ccccc1)c1ccccc1	2.0	-0.5	-4	-1.9	-1.1	18	2	-2.4	0.2	-4	-2.4
O=C(O)c1cccc(S(=O)(=O)Nc2ccccc2Cc2ccccc2)c1	0.9	0.2	4	0.8	-1.1	-9	-5	-1.3	0.8	-1	0.6

The list continues:
SMILES	PG9 binder	DAX1 inh-1	NR1D1 modulator	hgDAF12 agonist	ssDAF12 agonist	HGIII-sPLA2 inh	PLC-beta3 inh	hcDAF-12 act	DAX1 inh-2	SMARCA2 activ	GAA850 FXN act
COc1ccc(/C=N/OCC(=O)N2CC3(C)CC2CC(C)(C)C3)cc1OC (stereo not drawn)	-2.3	-2.0	-3	0.8	-2.0	-6	2	-1.1	-0.3	0	1.8
COc1ccc(NC(=S)N2CCC(C(=O)c3ccc(C)cc3)CC2)c(OC)c1	-1.4	0.5	-2	-0.9	-0.1	9	1	-0.3	-0.3	-3	0.2
CC(=O)c1cnc(Nc2cccc(Cl)c2Cl)s1	-0.2	2.5	8	13*	-0.5	-3	-44	1.9	2.4	2	7.4
NS(=O)(=O)c1ccc(NC(=O)CSc2ccccn2)cc1	0.1	2.7	4	-0.7	-1.0	0	-2	0.6	-1.1	-2	-1.7
COc1cc(C2CC(=O)c3cnc(NC(=O)c4ccco4)nc3C2)cc(OC)c1OC (stereo not drawn)	-0.1	0.9	-3	1.4	-1.0	0	0	-2.2	-0.5	-3	0.8
COc1cc(/C=N\NC(=O)c2c(C)nc3cc(C)ccn23)ccc1O	-5.2	-0.5	-3	0.6	-0.7	5	-27	-2.2	-0.6	1	1.3
Cc1[nH]c2ccc(-c3n[nH]c(=S)n3C)cc2c1C	1.7	0.8	-1	0.5	-1.1	21*	-4	-3.6	-0.4	3	1.7
Cc1cccc(NC(=O)CCC(=O)N/N=C/c2ccco2)c1C	1.2	0.1	-2	-0.5	-1.6	2	2	-0.6	0.3	-3	-0.8
COc1cccc(C(=O)NNC(=O)c2ccc(NS(=O)(=O)c3cccs3)cc2)c1OC	0.1	-0.5	-4	2.6	0.1	-10	-17	-0.8	-0.5	-2	1.4
Cc1ccc(S(=O)(=O)N/N=C\c2ccc3c(c2)OCO3)c(C)c1	-0.4	0.2	7	4.0	-0.3	1	-6	1.3	-1.5	-1	-0.2
Cc1nc(NS(=O)(=O)c2cccs2)c2c3c(sc2n1)CCC3	-2.8	0.5	-1	2.8	-1.7	-9	-3	-1.7	0.5	1	-1.6
O=C(COC(=O)c1ccccc1SCC(=O)N1CCCC1)NC1CCCCC1	0.1	-0.2	6	1.5	-0.1	4	-2	-0.1	0.1	2	2.6
CCN1CCN(CC(O)COC(c2ccccc2)c2ccccc2)CC1 (stereo not drawn)	0.0	0.7	8	-1.8	-1.4	0	-3	0.9	0.2	1	-0.6
CC(C)NC(=O)N(O)C1N(C(C)C)C(=O)N(Cc2ccc3c(c2)OCO3)C1(C)C (stereo not drawn)	-1.3	0.0	1	-1.6	-0.9	-3	-3	-0.3	-0.2	0	0.1
CC1CCc2cc(F)ccc2N1C(=O)c1ccc2c(c1)OCO2 (stereo not drawn)	-1.8	-0.9	0	0.4	-1.9	6	5	-1.8	-0.9	-4	4.6
Cc1n[nH]c(=S)n1/N=C/c1ccccc1	-1.3	0.2	-1	-1.0	-1.5	22*	0	3.8	0.3	-2	-1.4
CC(C)(C)n1nnnc1CN(Cc1ccc(F)cc1)Cc1ccco1	-0.1	0.0	-2	1.3	-1.3	-13	-1	-2.2	-1.2	-3	0.7
CC(=O)NC(c1ccc(Cl)cc1Cl)c1ccc2cccnc2c1O (stereo not drawn)	0.9	-5.2	2	-11	-1.6	19*	-23	-2.6	-1.6	-3	-7.9
O=C(c1ccccc1)N1CCc2[nH]nc(-c3ccccc3)c2C1	1.7	0.5	3	-1.1	-0.9	0	-5	-3.1	-0.3	2	1.8
COc1ccc(Cl)cc1NC(=O)C/C(C)=N/NC(=O)COc1ccc(C)cc1	-4.1	-1.8	8	3.4	-0.6	-14	-4	1.3	-0.3	1	2.5
CCC(CC)C(=O)Nc1cc(=O)n(C)c(=O)n1C	0.8	0.1	3	1.0	-2.2	4	4	-2.9	0.3	6	-0.8
Cn1c(CO)cnc1S(=O)(=O)Cc1c(Cl)cccc1Cl	-0.4	0.6	-2	0.1	-1.0	4	-5	-1.4	-0.4	1	1.5
O=C(O)C(CCC(C(=O)O)c1ccccc1)c1ccccc1 (stereo not drawn)	0.7	-0.1	-2	-1.4	-1.6	13	1	-1.2	0.3	3	3.2
CCN(CC(=O)Nc1c(F)cccc1F)C(=O)CN1c2cccc3cccc(c23)S1(=O)=O	0.4	0.1	-2	3.4	-0.1	-5	-295	1.4	0.2	-1	-0.4
O=C(O)CSc1nnc(Nc2ccccc2)n1-c1ccccc1	-2.6	0.2	7	3.0	0.1	2	1	1.6	-0.4	-6	2.0

Next part.
SMILES	PG9 binder	DAX1 inh-1	NR1D1 modulator	hgDAF12 agonist	ssDAF12 agonist	HGIII-sPLA2 inh	PLC-beta3 inh	hcDAF-12 act	DAX1 inh-2	SMARCA2 activ	GAA850 FXN act
COc1ccc(Cl)cc1NC(=O)CN(C)C(=O)c1cc2c(s1)CCCC2	-2.4	-2.2	-3	-0.6	-1.0	-9	-4	-1.3	-2.0	0	1.1
CCCCOC(=O)C(C)c1c(C)[nH]c(=S)[nH]c1=O (stereo not drawn)	-1.0	0.0	1	0.3	-1.4	3	-71	-0.8	0.4	0	-0.9
COc1ccc(NS(=O)(=O)c2ccc(C)c(C(=O)NNC(=O)c3ccccc3O)c2)cc1	1.8	-0.2	4	-0.9	-1.0	-1	-14	-0.4	-0.9	-2	-1.8
COc1ccc(CC2(C)OC(c3ccccc3)=NN2C(C)=O)cc1 (stereo not drawn)	1.8	3.0	4	2.6	-1.1	17	-2	1.4	-0.3	-3	0.6
COC(=O)/C(C#N)=C/c1c(-c2ccccc2)nc2n1CCS2	0.1	-0.5	1	3.2	-1.3	6	-7	1.2	0.6	2	-0.1
COc1ccc(OC)c(NC(=O)C2CC(C)=C(C)CC2C(=O)O)c1 (stereo not drawn)	-2.4	0.1	6	1.9	-0.3	17	9	1.5	0.2	-5	0.5
Cc1ccc(OCc2cc(C(=O)N(C)CCc3ccccn3)no2)cc1C	0.8	0.4	5	8.7	-0.3	-12	-8	7.3*	1.6	0	3.0
Cc1ccc(CSc2nnnn2C)cc1	-0.1	-0.6	-2	0.7	-1.2	2	1	-0.6	0.3	0	3.0
NC(=O)C1(N2CCCCC2)CCN(C(=O)c2ccc(C#CC3(O)CCCCC3)cc2)CC1	0.9	-0.4	1	-1.5	-1.2	-4	0	-2.0	-0.3	0	-0.3
